DENV2 CPE rescue = inhibitors of DENV2 cytopathic effect | DENV2-infected cells, cytopathic effect rescue, plate reader | AID 651640 | 1.7% of 350,000 active | CPE inhibition, % at 9.99 µM; in the data active means CPE inhibition above about 20%, passing the limit was not always enough; inconclusive means no clear call, values can overlap the other calls; tested in BHK-21 cells;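 further: 0% = median of neutral control wells and 100% = median of positive control wells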
miR122 inh = blocks miR-122 activity in Huh7 sensor cells; Huh7 miR-122 Renilla luciferase sensor, 48 h; neutral wells = 0, positive control = 100; activation (reporter increase), % at 12.5 µM; 0.3% of 340,000 active; AID 602342;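 active means mean replicate activation score at least 90 and every replicate individually at or above 90; inconclusive means only one of the two criteria met; inactive means neither criterion met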;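 further: higher luciferase means less miR-122 activity so hits act as miR-122 inhibitors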
F508del corr = correctors of CFTR F508del function in bronchial epithelial cells | activity (quench increase), % at 7.58 µM | AID 720511 | 0.36% of 350,000 active | CFBE cells, YFP halide quenching; stimulated with forskolin plus potentiator P3; % fluorescence drop versus neutral controls;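 active means mean added fluorescence quench of at least 8% versus neutral control, with both replicates also reaching 8%; inconclusive means only one of the mean or replicate conditions met; inactive means mean below 8% and not both replicates reaching 8%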;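 further: cells transiently co-express mutant CFTR-F508del with the halide-sensitive YFP; corrector assay measuring rescue of mutant channel to the surface after 24 h compound exposure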
SIRT5 inh = inhibitors of human sirtuin-5 desuccinylase; Q9NXA8; Purified SirT5, succinyl-peptide AMC, trypsin-coupled fluorescence; inhibition, % at 15 µM; 1.1% of 330,000 active; in the data active means inhibition above about 15%; inconclusive means no clear call, values can overlap the other calls
Target sequence (Q9NXA8 whole entry, looked up): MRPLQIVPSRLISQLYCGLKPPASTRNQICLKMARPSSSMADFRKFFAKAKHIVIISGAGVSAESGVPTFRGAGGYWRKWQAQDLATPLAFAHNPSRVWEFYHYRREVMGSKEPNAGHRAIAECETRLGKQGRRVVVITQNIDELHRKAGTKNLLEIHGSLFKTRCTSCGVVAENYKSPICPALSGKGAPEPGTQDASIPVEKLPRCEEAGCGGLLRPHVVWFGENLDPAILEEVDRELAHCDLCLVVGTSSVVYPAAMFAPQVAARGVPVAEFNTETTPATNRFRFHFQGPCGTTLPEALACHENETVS
ERAP1 inh = ERAP1 (human) enzyme inhibition; Q9NZ08; recombinant ERAP1, Leu-AMC fluorescence, 60 min; inhibition, % at 10.7 µM; 0.15% of 340,000 active; AID 652197;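 active means mean replicate inhibition of at least 30%, or all replicates individually reaching that 30% level; inactive means mean below 30% and not every replicate reaching it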;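 further: 0% = neutral control wells and 100% = L-leucinethiol positive control wells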
ERp5 inh = blocks human ERp5 reductase activity on insulin | ERp5 insulin aggregation, absorbance 650 nm, 90 min | inhibition, % at 9.99 µM | 0.05% of 350,000 active | AID 651711;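 active means mean replicate inhibition above about 25%, with every replicate also reaching it, limit read from the data, passing the limit was not always enough; inconclusive means only one of those two criteria met; inactive means neither criterion met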
CASP6 VEID inh = caspase-6 (human) enzyme inhibition; inhibition, % at 12.5 µM; 0.53% of 350,000 active; purified caspase-6, Z-VEID-R110 cleavage fluorescence; AID 686996; P55212;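 active means mean inhibition across replicates at least about 35%, with every replicate also reaching that limit, limit read from the data; inconclusive means only one of the two criteria met; inactive means neither criterion met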;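 further: 0% = median of neutral control wells and 100% = no fluorescence left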
Target sequence (P55212 24-179 limits assumed): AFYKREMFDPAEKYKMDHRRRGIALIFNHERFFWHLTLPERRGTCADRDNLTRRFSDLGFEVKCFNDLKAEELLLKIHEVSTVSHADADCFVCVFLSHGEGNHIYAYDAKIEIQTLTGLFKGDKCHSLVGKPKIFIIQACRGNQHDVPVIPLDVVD
Target sequence (P55212 194-293 limits assumed): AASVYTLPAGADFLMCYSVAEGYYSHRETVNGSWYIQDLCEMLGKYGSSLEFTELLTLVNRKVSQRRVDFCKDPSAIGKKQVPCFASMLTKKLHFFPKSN
The depositor's hits bear a star; u = inconclusive; x = not tested or not shown; [ ] = another dose, or the depositor's remark.

SMILES	DENV2 CPE rescue	miR122 inh	F508del corr	SIRT5 inh	ERAP1 inh	ERp5 inh	CASP6 VEID inh
COC(=O)C1=C(O)/C(=C/c2ccc(OCC(=O)Nc3ccccc3)cc2)N=C1C	7.5	x	0.6	-8.0	2.0	-2.4	0.2
CCOC(=O)c1c(O)c(O)c(C(=O)OCC)n1-c1ccccc1	3.4	x	-2.9	-1.5	5.9	2.5	0.3
COc1cccc(S(=O)(=O)N[C@@H]2CC[C@H](CC(=O)NCc3ccncc3)O[C@@H]2CO)c1	0.9	-11.4[16.7 µM]	1.9	0.9	1.0	-3.2	-1.5
CN(CCC#N)C(=O)COc1ccc(Br)cc1Cl	-1.9	-0.9	-2.9	-1.2	1.7	-9.2	-1.5
NC1=NN=C(N2N=C(c3ccc(Br)cc3)CC2(O)C(F)(F)F)n2ncnc2C1 (configuration not stated)	x	x	2.0	-1.1	-1.1	0.1	-1.2
CS(=O)(=O)N1CCC(C(=O)Nc2ccc(Cl)cc2Cl)CC1	-6.8	-0.8	-1.9	-3.3	4.1	5.3	-2.1
CCOC(=O)C1(Cc2cccc(OC)c2)CCN(C/C=C/c2ccccc2)CC1	11.4	-7.2	-0.9	-1.7	16.1	8.2	2.9
CC12CCC(O)CC1=CCC1C2CCC2(C)c3[nH]ncc3CC12 (configuration not stated)	-4.2	7.0	-2.0	-0.6	-6.5	0.9	-2.9
CNS(=O)(=O)c1cccc(C(=O)OCC(=O)c2cc3ccccc3o2)c1	16.4	x	2.3	1.9	2.8	8.8	-0.2
CC(=O)Nc1ccc(C(=O)N/N=C/c2cc(Br)cc(Br)c2O)cc1	16.7	0.6	1.6	-2.2	-1.5	1.8	6.4
CCc1c(C(=O)NNC(=S)NCC2CCCO2)csc1C (configuration not stated)	5.7	x	x	2.9	2.5	0.6	0.4
C[C@H](NC(=O)c1nc[nH]c1C(=O)N1CCN(c2ccccc2)CC1)c1ccccc1	-15.6	-3.1	-8.7	x	x	2.7	-0.8
COc1ccc(N2CCN(c3ncnc4scc(-c5ccc(F)cc5)c34)CC2)cc1	2.0	-1.4	2.2	-2.9	4.6	-2.1	2.7
Cc1ccc(S(=O)(=O)Nc2ccc3c(c2)C(=O)N([C@H](C)CO)C[C@H](C)[C@@H](CN(C)C(=O)Nc2cccc4ccccc24)OCCCC[C@H](C)O3)cc1	6.4	-10.2[16.7 µM]	-2.8	12.0	4.4	-1.7	2.6
COc1ccc2cc(CCl)c(Cl)nc2c1	3.7	x	1.3	-2.4	0.9	5.1	-1.0
Cn1cccc1C(=O)NC(=O)COC(=O)c1cc(Cl)ccc1[N+](=O)[O-]	1.2	2.2	-3.8	-2.6	x	5.1	-0.7
C[C@H]1CN([C@@H](C)CO)C(=O)c2cc(NC(=O)CCCCCC(=O)Nc3ccccc3N)ccc2O[C@H]1CN(C)S(=O)(=O)c1cccs1	0.3	x	3.0	-1.5	1.0	5.9	-0.5
Cc1noc(C)c1S(=O)(=O)Nc1cccc2c1O[C@@H](CN(C)CC1CC1)[C@@H](C)CN([C@@H](C)CO)C2=O	x	0.4[16.7 µM]	-4.1	-2.5	2.2	-0.3	-2.6
CN1CCN(c2nc(-c3ccc(C(C)(C)C)cc3)nc3ccccc23)CC1	-2.5	-0.3	-5.1	-4.5	-0.1	8.2	-67.9
NC(Cc1ccc(C(F)(F)F)cc1)c1csc(NC(=O)Nc2ccccc2Cc2ccccc2)n1 (configuration not stated)	10.8	x	3.8	-0.6	0.2	-3.9	5.8
COc1ccc(NC(=O)Nc2ccc3c(c2)CC(=O)N([C@@H](C)CO)C[C@H](C)[C@@H](CN(C)C(=O)NC2CCCCC2)O3)cc1	-4.5	-1.4[16.7 µM]	-1.2	-2.9	-0.3	-1.8	-2.7
O=C(OCc1cn([C@H]2C[C@H](c3ccc(Cl)cc3)N(C(=O)c3cccs3)C[C@@H]2O)nn1)c1ccccc1	8.4	-12.2	3.8	-2.7	-1.4	0.9	1.3
COCC(=O)N1C[C@H](C)[C@@H](OC)CN(C)C(=O)c2ccc(NC(=O)c3cc(C)on3)cc2OC[C@H]1C	-3.7	x	-1.8	14.8	2.9	-2.5	-1.8
COCc1cn(CC[C@H]2CC[C@H](NC(=O)Nc3ccc(F)cc3)[C@H](CO)O2)nn1	8.1	x	2.2	-2.1	1.2	-0.1	0.8
CC1CCCC(C)N1C(=O)Cn1nnc(-c2ccccc2)n1 (configuration not stated)	-0.4	4.1	x	-3.3	0.5	0.3	-0.5

Profiles, looked up by structure. Order of values: DENV2 CPE rescue, miR122 inh, F508del corr, SIRT5 inh, ERAP1 inh, ERp5 inh, CASP6 VEID inh
Shown for CC12CCC(O)CC1=CCC1C2CCC2(C)c3[nH]ncc3CC12 (configuration not stated) : -4.2, 7.0, -2.0, -0.6, -6.5, 0.9, -2.9
Shown for NC1=NN=C(N2N=C(c3ccc(Br)cc3)CC2(O)C(F)(F)F)n2ncnc2C1 (configuration not stated) : x, x, 2.0, -1.1, -1.1, 0.1, -1.2
Shown for CN1CCN(c2nc(-c3ccc(C(C)(C)C)cc3)nc3ccccc23)CC1 : -2.5, -0.3, -5.1, -4.5, -0.1, 8.2, -67.9
Shown for CCc1c(C(=O)NNC(=S)NCC2CCCO2)csc1C (configuration not stated) : 5.7, x, x, 2.9, 2.5, 0.6, 0.4
Shown for CC1CCCC(C)N1C(=O)Cn1nnc(-c2ccccc2)n1 (configuration not stated) : -0.4, 4.1, x, -3.3, 0.5, 0.3, -0.5

Next part.
SMILES	DENV2 CPE rescue	miR122 inh	F508del corr	SIRT5 inh	ERAP1 inh	ERp5 inh	CASP6 VEID inh
C/C=C/c1cnc2c(c1)C(=O)N([C@H](C)CO)C[C@@H](C)[C@H](CN(C)C(=O)Nc1ccccc1F)O2	2.4	-5.9[16.7 µM]	1.2	-3.7	1.5	-4.3	-1.1
C[C@@H]1CN([C@@H](C)CO)C(=O)c2cc(NC(=O)c3ccncc3)ccc2O[C@@H](C)CCCCO[C@H]1CN(C)C(=O)CCC(F)(F)F	-24.6	1.3[16.7 µM]	0.7	x	x	x	x
C/C=C/c1ccc(OCCNCc2ccccc2)c(OC)c1	15.5	6.0	1.1	-3.7	5.1	1.8	-2.8
CCOc1cc(-c2nc(C)c(C(C)=O)n2O)ccc1OCC(=O)Nc1ccccc1	-7.5	1.5	0.2	4.2	-2.9	-0.6	5.1
NNC(=O)CSc1ncc(-c2ccccc2)[nH]1	0.3	-10.3	-2.3	2.2	20.8	-0.7	0.6
O=C(CC1CC1)N1[C@@H](CO)[C@H](c2ccccc2)C12CN(Cc1ccncc1)C2	0.9	x	1.4	-3.4	0.3	6.2	-0.3
CN(C)C(=O)c1ccc(NC(=O)c2sccc2-c2ccccc2)cc1	7.9	-0.8	-1.4	-1.2	5.4	1.1	-121.1
CS(=O)(=O)Nc1ccc(-c2cc(/C=C3\SC(N)=NC3=O)c[nH]c2=O)cc1	0.0	0.1	2.1	x	-1.7	-5.1	3.5
COc1ccc(OCc2cc(C(=O)NCC3CCCCO3)no2)c(Cl)c1 (configuration not stated)	5.7	-1.3	3.6	-3.0	0.9	-3.1	4.2
Cc1ccc(C)c(S(=O)(=O)N2CCCC2CNC(=O)C(=O)NC2CCCCCC2)c1 (configuration not stated)	u	-2.2	4.5	-3.6	-1.6	-1.0	-0.5
CCC(=O)N1[C@H](CO)[C@H](c2ccc(C3=CCCCC3)cc2)[C@H]1CNC1CCCC1	-3.5	x	6.0	2.2	-1.6	4.9	-0.7
O=C(NNC1=NCCC1)c1cccc(S(=O)(=O)N2CCOCC2)c1	-5.5	-12.7	2.0	4.5	10.1	-3.9	0.0
Nc1ccc(S(=O)(=O)c2ccc(N)cc2)cc1	-6.2	1.8	-2.9	-2.7	2.7	5.8	-2.3
CN(Cc1nc2ccccc2s1)C(=O)c1ccc(F)cc1	2.9	x	0.1	2.3	-3.2	0.8	-0.4
COC(=O)c1ccc(COC(=O)CNC(=O)c2ccc(-c3ccccc3)cc2)cc1	-0.6	x	-1.5	-5.3	-1.6	0.2	-1.0
COCC(C)n1c(SCC(=O)Nc2cccnc2Cl)nc2ccccc2c1=O (configuration not stated)	7.2	0.1	7.6	x	1.2	-1.4	-0.9
N/C(=N\OC(=O)CCCc1ccccc1)c1cccc([N+](=O)[O-])c1	0.8	x	x	-0.3	-0.7	5.5	0.5
COc1ccccc1CCNC(=O)c1c(C)nn(CC(C)C)c1Cl	-2.7	0.1	1.2	-2.3	2.5	5.3	-0.2
CCc1ccc2c(c1)NC(=O)C2(C)Cc1ccc(C(F)(F)F)nc1 (configuration not stated)	0.8	5.7	1.1	-4.1	0.0	2.2	1.9
Cc1noc(C)c1S(=O)(=O)N(C)C[C@@H]1Oc2ccc(NC(=O)Nc3ccc(C(F)(F)F)cc3)cc2CC(=O)N([C@@H](C)CO)C[C@H]1C	-2.3	-6.3[16.7 µM]	0.2	x	x	x	x
CN1c2ccc(C#Cc3cccnc3)cc2[C@@H]2[C@@H](CCN2S(=O)(=O)c2cccc(F)c2)[C@H]1CO	-13.4	-3.2[16.7 µM]	-1.1	1.9	-1.2	0.0	0.2
Cc1cc(O)cc(O)c1C(=O)Cc1ccccc1	2.0	x	x	-1.3	6.1	0.7	9.3
O=C(CSc1nnc2ccccn12)N1CCc2ccccc21	7.2	-0.5	-2.1	-2.7	1.3	-3.9	2.4
COC(=O)[C@@]12C[C@@H](CC(=O)N3CCCC3)C(=O)N(Cc3ccc4c(c3)OCO4)C1=CCC(C)(C)C2	1.1	x	-1.8	x	0.5	2.2	4.6
COc1cccc2cc(C(=O)C3=C(O)C(=O)N(CCN(C)C)C3c3ccc(Cl)cc3)oc12 (configuration not stated)	-1.7	5.6	-5.3	3.9	5.0	1.5	0.6
Going on with the list.
SMILES	DENV2 CPE rescue	miR122 inh	F508del corr	SIRT5 inh	ERAP1 inh	ERp5 inh	CASP6 VEID inh
C=C(C)c1cccc(C(C)(C)NC(=O)NCc2ccncc2)c1	4.1	x	3.2	-2.6	2.3	-3.7	-4.7
CC(C)NC(=O)N[C@@H]1CC[C@H](CCNC(=O)C2CCOCC2)O[C@@H]1CO	-0.8	-5.5[16.7 µM]	-1.4	-3.1	0.7	2.6	-5.1
CO[C@@H](CN(C)C(=O)c1ccc2c(c1)OCO2)[C@H](C)CN([C@@H](C)CO)S(=O)(=O)c1ccc(Cl)cc1	8.9	x	-1.3	0.5	-1.8	0.0	1.9
Cn1c(/C=C(\C#N)C(N)=S)ccc1-c1ccc(Br)cc1	-4.7	x	3.4	-2.0	0.5	3.7	-1.6
O=C(Cc1ccc(Cl)cc1)N1CCN(c2ccccc2)CC1	15.5	x	-1.3	-3.0	1.6	-7.9	2.3
Fc1ccc(OCCOCCN2CCNCC2)cc1	-1.1	x	2.8	-2.5	-1.8	3.4	-7.7
Cc1cccc(NC(=O)C2CCCN(S(=O)(=O)c3ccc(-n4cnnn4)cc3)C2)c1 (configuration not stated)	1.0	x	-3.1	0.2	-0.1	2.1	1.4
COC(=O)N/N=C(\CCC(=O)O)c1cccs1	1.7	-6.7	-0.6	-2.4	1.6	-2.7	-3.9
